WT yeast gro inh = growth inhibition of WT yeast, mitochondrial fusion screen | inhibition, % at 10 µM | 190,000 tested, 2.1% active | mitochondrial fusion phenotypic screen, WT strain; in the data active = inhibition above about 58%; tested in S. cerevisiae
PMI inhibitors = inhibitors of human PMI, primary screen, biochemical, fluorescence intensity, coupled assay (AID 1209) | one-dose inhibition, % at 20 µM; IC50 in µM for titrated hits | purified PMI enzyme, coupled fluorescence intensity; higher % means a stronger effect | 190,000 tested, 0.42% active;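 also: plate controls were DMSO vehicle for no effect and wells lacking substrate for full effect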
TNAP activation fold = stimulation of alkaline phosphatase TNAP activity – biochemical, luminescent, no phosphate acceptor, uHTS, primary screen (AID 1001); 200,000 tested, 0.03% active; one-dose activation fold at 20 µM; EC50 in µM for titrated hits; purified TNAP, luminescent activation assay, no phosphate acceptor; higher activation fold means a stronger effect; in the data active = activation fold from about 3, or a potency from the dose series; inactive = the rest, 99 in 100 with activation fold below about 1.6; also: many of its hits are not listed in these tables
XIAP antagonists = XIAP antagonists, biochemical, IAP family, fluorescence polarization (AID 1018). displacement, % at 20 µM; hits with a dose series show IC50 in µM. XIAP BIR domain, fluorescence polarization peptide displacement; higher % means a stronger effect. 200,000 tested, 0.007% active; in the data active = displacement above about 50%; also: a part of the inactive calls stands beside numbers as strong as those of hits
RSV CPE inhibition = inhibition of RSV-induced cytopathic effect – HEp-2 cells, primary 10 µM value included (AID 2391) | HEp-2 cells, RSV-induced CPE inhibition; higher % means a stronger effect | one-dose CPE inhibition, % at 10 µM; IC50 in µM for titrated hits | 310,000 tested, 0.13% active; in the data active = a potency from the dose series; inconclusive = CPE inhibition mostly from about 23% at the one dose, without a potency; inactive = the rest, 99 in 100 with CPE inhibition below about 21%; also: strong numbers were not always called active
SIAH1 antagonists = blockers of Siah-1 interaction with plectin peptide – biochemical, fluorescence polarization, rhodamine-plectin, uHTS, primary screen (AID 1817) | one-dose displacement, % at 20 µM; IC50 in µM for titrated hits | 290,000 tested, 0.02% active | Siah-1 / rhodamine-plectin peptide fluorescence polarization; higher % means a stronger effect;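 active = displacement of at least 50% at 20 µM, with a fluorescence ratio check between 0.3 and a set limit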;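 also: plate controls were Siah plus tracer with DMSO for no effect and tracer alone without Siah for full effect; strong numbers were not always called active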
PhoP inhibition = PhoP-dependent GFP reporter repression – Salmonella Typhimurium, primary screen (AID 1863) | S. Typhimurium PhoP-regulated promoter GFP reporter, 4 h; higher % means a stronger effect | inhibition, % at 50 µM; hits with a dose series show IC50 in µM | 300,000 tested, 0.16% active;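 active = inhibition over 29.93%, a cutoff 3 SD above the screen mean, later confirmed by dose response; inconclusive = inhibition over 29.93% but no dose response follow-up; inactive = inhibition at most 29.93% or unconfirmed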;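 also: 0% = low Mg2+ inducing control and 100% = high Mg2+ repressing control; strong numbers were not always called active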
Myeloid diff 2 = myeloid differentiation induction | ER-HoxA9 myeloid progenitors, lysozyme-GFP differentiation, flow cytometry | 360,000 tested, 1% active | calls only at 10 µM;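 active = normalized GFP-positive differentiation at or above the plate's own cutoff, the solvent-only control mean plus 3 SD; inconclusive = no clear call, values can overlap the other calls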;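 also: cells exposed to compound for four days before flow analysis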
PMI inhibition = human PMI inhibitors, high substrate, primary screen, biochemical, fluorescence intensity, high mannose 6-phosphate (AID 1220); recombinant PMI enzyme, coupled fluorescence intensity; higher % means a stronger effect; one-dose inhibition, % at 20 µM; IC50 in µM for titrated hits; 190,000 tested, 0.66% active
WT yeast gro inh mutant strain = further read-out of WT yeast gro inh, marked with its call; inhibition, %; mitochondrial fusion phenotypic screen, mutant strain inhibition
Myeloid diff 2 GFP+ MAC1+ % = further read-out of Myeloid diff 2, marked with its call; GFP+ MAC1+ double positive, %; measured here: differentiation confirmed by MAC1 staining
Active calls of the source: *; i = inactive; ? = inconclusive; . = no result given. Rule as the data show it, unless noted: active = inhibition above about 50%; inactive = the rest.

SMILES | WT yeast gro inh | WT yeast gro inh mutant strain | PMI inhibitors | TNAP activation fold | XIAP antagonists | RSV CPE inhibition | SIAH1 antagonists | PhoP inhibition | Myeloid diff 2 | Myeloid diff 2 GFP+ MAC1+ % | PMI inhibition
O=C(Cn1nc(Cc2cccnc2)c2ccccc2c1=O)NCC1COc2ccccc2O1 (stereo not given) | -13 | -9 | 4% | 0.8 | -6.3% | 2.6% | 1% | 0% | i | 2.1 | 2%
COc1ccc2c(c1)c(=O)cc(C)n2CC(=O)NCc1ccco1 | -1 | -15 | 3% | 1.1 | 2.1% | 0.2% | -1% | 25% | i | 0.8 | -3%
COc1ccc(S(=O)(=O)N2CCN(CC(O)COc3ccc(CC#N)cc3)CC2)cc1OC (stereo not given) | . | . | . | . | . | 1.6% | 5% | 6% | i | 1.2 | .
Cc1ccc(C(=O)N/C(=C\c2ccco2)C(=O)NCCN2CCOCC2)cc1 | . | . | . | . | . | 0.8% | 8% | 2% | i | 0.7 | .
NS(=O)(=O)c1ccc(-c2ccc(/C=C3\C(=O)Nc4cc(Cl)ccc43)o2)cc1 | 4 | 0 | 2% | 0.9 | -0.4% | . | 2% | -3% | i | 0.4 | 6%
CN(C)c1ccc(C=Nc2cnn(C)c2C(N)=O)cc1 | -3 | -10 | 24% | 1.1 | -2.6% | 0.2% | 0% | -11% | i | 0.8 | 14%
COc1ccccc1Nc1nc2ccc(C)cc2cc1C#N | 3 | -9 | -16% | 1 | -5.9% | 1.3% | 4% | -5% | i | 0.9 | -11%
COc1ccc(NC(=S)N2CCN(S(=O)(=O)c3ccccc3)CC2)cc1 | . | . | . | . | . | -0.5% | 11% | 2% | i | 0.5 | .
CCN(CCCCCN(C)C)Cc1cc2ccccc2o1 | -8 | 9 | -18% | 1 | -9.8% | -0.6% | -11% | -2% | i | 0.8 | -19%
CCN(C(=O)COC(=O)c1ccc(S(=O)(=O)N2CCCc3ccccc32)cc1)C1CCS(=O)(=O)C1 (stereo not given) | 14 | -11 | 6% | 1 | -0.6% | 0.4% | 1% | 12% | i | 0.2 | 6%
Cc1occc1-c1nnc(SCC(N)=O)o1 | 2 | 2 | -4% | 1 | -8.2% | -0.5% | 3% | -4% | i | 0.6 | 7%
CCCn1nnc(NC(=O)c2ccc([N+](=O)[O-])cc2Cl)n1 | 12 | 4 | 0% | 1.1 | -4.4% | -0.3% | 2% | -5% | i | 0.2 | -4%
C=CCNc1nnc(C)c2ccccc12 | 0 | -11 | -7% | 1.1 | -2.6% | 1.0% | -1% | 18% | i | 0.6 | -4%
CCCCC1=CC2=C(c3ccco3)C(=O)C(C)(OC(=O)c3ccc(OC)cc3)C(=O)C2=CN1C1CCCCC1 (stereo not given) | . | . | . | . | . | -1.3% | -1% | 3% | i | 0.5 | .
CC1CCCN(C(=O)CCCn2c(=S)[nH]c3ccccc3c2=O)C1 (stereo not given) | -3 | -1 | -3% | 0.8 | -2.9% | 4.8% | 0% | 3% | i | 0.4 | -9%

An excerpt of these results, with two lines to a compound:
Below each compound – WT yeast gro inh	WT yeast gro inh mutant strain	PMI inhibitors	TNAP activation fold	XIAP antagonists	RSV CPE inhibition	SIAH1 antagonists	PhoP inhibition	Myeloid diff 2	Myeloid diff 2 GFP+ MAC1+ %	PMI inhibition
> O=C(Cn1nc(Cc2cccnc2)c2ccccc2c1=O)NCC1COc2ccccc2O1 (stereo not given)
    -13	-9	4%	0.8	-6.3%	2.6%	1%	0%	i	2.1	2%
> COc1ccccc1Nc1nc2ccc(C)cc2cc1C#N
    3	-9	-16%	1	-5.9%	1.3%	4%	-5%	i	0.9	-11%
> COc1ccc2c(c1)c(=O)cc(C)n2CC(=O)NCc1ccco1
    -1	-15	3%	1.1	2.1%	0.2%	-1%	25%	i	0.8	-3%
> CN(C)c1ccc(C=Nc2cnn(C)c2C(N)=O)cc1
    -3	-10	24%	1.1	-2.6%	0.2%	0%	-11%	i	0.8	14%

Later entries:
SMILES | WT yeast gro inh | WT yeast gro inh mutant strain | PMI inhibitors | TNAP activation fold | XIAP antagonists | RSV CPE inhibition | SIAH1 antagonists | PhoP inhibition | Myeloid diff 2 | Myeloid diff 2 GFP+ MAC1+ % | PMI inhibition
COc1ccc(N2C(=O)/C(=C3/C=CC=CN3C)SC2=S)cc1 | 5 | -6 | 3% | 0.8 | -2.4% | 2.6% | -6% | 22% | i | 0.6 | 2%
COc1ccccc1-n1c(C)nc2cc(C(=O)NCC3CCCO3)ccc21 (stereo not given) | . | . | . | . | . | 0.7% | 1% | 7% | i | 1.2 | .
Cc1ccc(N(CC(=O)NCC2CCCO2)C(=O)CCC(=O)Nc2ccccn2)cc1 (stereo not given) | -1 | -4 | -12% | 1.1 | -4.4% | -1.4% | 15% | -3% | i | 0.1 | -11%
C=CCSc1nnc(NC(=O)CSc2nc3ccccc3[nH]2)s1 | 9 | -5 | 9% | 1.6 | -3.2% | 1.0% | 7% | 4% | i | 4.3 | 4%
CCc1ccc(C(=O)C[n+]2cccc3cc(OC)ccc32)cc1 | . | . | . | . | . | -0.2% | -5% | 9% | i | 2.1 | .
O=C(NCCCn1ccnc1)C(Cc1ccc([N+](=O)[O-])cc1)N1C(=O)c2ccccc2C1=O (stereo not given) | -14 | 10 | -4% | 1.1 | -3.5% | 3.4% | 22% | 3% | i | 0.7 | -6%
COc1ccc2[nH]c(=O)c(CN(Cc3ccccc3)Cc3nnnn3CC3CCCO3)cc2c1 (stereo not given) | 9 | -6 | -5% | 1.1 | -1.1% | 1.0% | -1% | 1% | i | 5.5 | 4%
Cc1ccc(OCc2csc(N)n2)cc1 | 2 | 21 | -2% | 1.1 | -2.4% | 2.4% | 1% | 0% | i | 0.1 | 4%
Cc1sc2nc(SCC(=O)Nc3ccc(S(N)(=O)=O)cc3)[nH]c(=O)c2c1C | . | . | . | . | . | 1.5% | 10% | -7% | i | 1.1 | .
CCOC(=O)Nc1ccc2c(c1)N(C(=O)CCN(CC)CC)c1ccccc1S2=O (stereo not given) | . | . | . | . | . | 1.9% | 5% | 5% | i | 0.0 | .
CCOC(=O)c1[nH]ncc1CN1CCC(Cc2cccc(OC)c2)(C(=O)OCC)CC1 | . | . | . | . | . | 1.1% | 6% | -6% | i | 0.2 | .
CCCn1c2c(c(O)c(C(=O)NCCCN(CC)CC)c1=O)CCCC2 | 5 | -7 | 0% | 1.1 | -0.3% | -1.5% | 3% | -5% | i | 3.6 | -3%
O=[N+]([O-])c1ccc(S(=O)(=O)N(CC(O)CN2CCCCC2)c2ccccc2)cc1 (stereo not given) | . | . | . | . | . | 0.7% | 2% | -2% | i | 0.2 | .
COc1ccc(Cc2nnc(SC)[nH]c2=O)cc1 | 7 | -7 | -56% | 1 | -5.3% | 3.2% | -1% | -3% | i | 11 | -96%
COC(=O)CC1=C(C(=O)OC)C(c2ccc3c(c2)OCO3)C(C#N)=C(N)O1 (stereo not given) | . | . | . | . | . | 1.3% | 15% | -11% | i | 0.9 | .

Three entries out of the list above, arranged by the number in PMI inhibition, smallest number first.
molecule,WT yeast gro inh mutant strain,PMI inhibitors,TNAP activation fold,XIAP antagonists,RSV CPE inhibition,SIAH1 antagonists,PhoP inhibition,Myeloid diff 2 GFP+ MAC1+ %,PMI inhibition
COc1ccc(Cc2nnc(SC)[nH]c2=O)cc1,-7,-56%,1,-5.3%,3.2%,-1%,-3%,11,-96%
CCCn1c2c(c(O)c(C(=O)NCCCN(CC)CC)c1=O)CCCC2,-7,0%,1.1,-0.3%,-1.5%,3%,-5%,3.6,-3%
COc1ccc(N2C(=O)/C(=C3/C=CC=CN3C)SC2=S)cc1,-6,3%,0.8,-2.4%,2.6%,-6%,22%,0.6,2%

Next records follow:
SMILES | WT yeast gro inh | WT yeast gro inh mutant strain | PMI inhibitors | TNAP activation fold | XIAP antagonists | RSV CPE inhibition | SIAH1 antagonists | PhoP inhibition | Myeloid diff 2 | Myeloid diff 2 GFP+ MAC1+ % | PMI inhibition
Cc1ccc(S(=O)(=O)N2CCOCC2)cc1C(=O)Nc1nc2ccccc2[nH]1 | 10 | 0 | 18% | 1.1 | -12% | 0.3% | -9% | 10% | i | 0.5 | 23%
Cc1cc2c(cc1C)NC(c1c(C)n(C)n(-c3ccccc3)c1=O)C1=C(CC(C)(C)CC1=O)N2 (stereo not given) | 40 | 23 | 16% | 1 | -4.9% | 3.8% | 0% | -39% | ? | . | 6%
CC(Nc1ncnc2nc[nH]c12)c1ccccc1 (stereo not given) | 11 | 4 | 6% | 1.3 | 1.1% | -0.4% | 2% | -2% | i | 3.3 | 4%
Cc1ccc(S(=O)(=O)N(CC(=O)Nc2ccccc2C(=O)O)c2ccccc2C)cc1 | 15 | 13 | -7% | 1.1 | -3.7% | 2.0% | 2% | 7% | i | 1.1 | 5%
N#Cc1c(-c2ccccc2)[nH]c(=S)[nH]c1=O | -10 | 1 | -2% | 1.1 | -0.9% | 0.5% | -3% | -21% | i | 1.4 | -9%
CCc1cc(=O)oc2c(CN3CCN(C)CC3)c(O)c(Cl)cc12 | -1 | 6 | -6% | 1.1 | -4.0% | 2.4% | 0% | 1% | i | 1.3 | -8%
C=CCNC(=O)C1CC(=O)N(c2ccc(OCc3ccc(F)cc3)cc2)C1 (stereo not given) | . | . | . | . | . | 7.5% | -3% | 0% | i | 0.6 | .
CN1CCN(C(=S)Nc2ccc(Cl)cc2)CC1 | 4 | 10 | -1% | 1.1 | -2.9% | 5.2% | -1% | -5% | i | 1.1 | 15%
CCOC(=O)N1CCC(Nc2c(Nc3cccc(CC)c3)c(=O)c2=O)CC1 | 14 | -4 | -1% | 1 | -4.0% | 48% | -4% | 15% | i | 8.2 | -6%
c1ccc(CCN2CCN=C2Nc2ccccc2)cc1 | . | . | . | . | . | -0.5% | 2% | 9% | i | 0.9 | .
O=C(COC(=O)C1CCC(=O)N1)Nc1ccc(Br)cc1 (stereo not given) | -12 | 1 | 2% | 1.1 | -5.0% | 1.8% | 5% | -7% | i | 0.6 | 2%
CSC1=NC(C(Cl)(Cl)Cl)N=C(c2ccccc2)N1 (stereo not given) | -6 | 0 | -14% | 1.1 | -5.2% | -2.0% | 4% | 7% | i | 0.5 | 2%
CCOCCn1c(SCCCc2ccccc2)nc2c1c(=O)[nH]c(=O)n2C | -14 | -2 | 8% | 1.1 | -1.7% | 3.8% | 2% | -15% | i | 0.0 | 7%
C=CCc1ccc(OCCCCOc2ccc(C(=O)O)cc2)c(OC)c1 | -15 | -3 | -1% | 1 | -6.2% | 1.6% | 4% | -3% | i | 0.4 | -7%
COc1ccc(CNC(=O)CN(C(=O)CCC(=O)Nc2nccs2)c2ccc(C)cc2)cc1 | . | . | . | . | . | 2.2% | 7% | 7% | i | 0.6 | .
COCCNc1nc(-c2ccc(OC)cc2)c(-c2ccc(OC)cc2)s1 | 34 | 4 | -8% | 0.9 | -10% | 0.0% | -8% | 11% | i | 0.4 | 0%
Cc1ccc(S(=O)(=O)N2CC(O)C[C@H]2C(=O)OCC(=O)c2ccccc2)cc1 (stereo not given in full) | 13 | -7 | 0% | 1 | -1.6% | 0.6% | -2% | 6% | i | 0.4 | 3%

Assay outcomes: PubChem, several laboratories
